From PubChem
RSV antiviral HEp-2: inhibition of RSV-induced cytopathic effect – HEp-2 cells, primary 10 µM value included (AID 2391) | HEp-2 cells, RSV-induced CPE inhibition; higher % means a stronger effect | CPE inhibition, % at 10 µM, or IC50 in µM where a hit was titrated | 310,000 compounds, 0.13% hits; in the data active = a potency from the dose series; inconclusive = CPE inhibition mostly from about 23% at the one dose, without a potency; inactive = the rest, 99 in 100 with CPE inhibition below about 21%; also: strong numbers were not always called active
Rac1 GTP hydrolysis: MgcRacGAP GTPase-activating activity inhibitors, confirmation, biochemical, ADP Hunter fluorescence. MgcRacGAP-stimulated Rac1 GTP hydrolysis, ADP Hunter fluorescence; higher % means a stronger effect; GST-tagged Rac1 F28L mutant substrate. inhibition, % at 30 µM; hits with a dose series show IC50 in µM. 340,000 compounds, 0.6% hits;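 active = first-screen hits whose inhibition reached a set limit at any dose in the follow-up dose series; inconclusive = inhibition above the set first-screen limit but never retested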;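 also: fluorescence reports GDP produced by GAP-driven GTP hydrolysis; strong numbers were not always called active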
NS5 inhibitors: flavivirus cap methylation enzyme inhibition – biochemical, confirmation dose response, primary screen (AID 588689) | Dengue-2 NS5 methyltransferase capping enzyme assay, biochemical; higher % means a stronger effect | 340,000 compounds, 0.3% hits | one-dose inhibition, % at 25 µM; IC50 in µM for titrated hits; in the data active = a potency from the dose series; inconclusive = inhibition above about 29% without an active follow-up result
XIAP displacement: XIAP antagonists, biochemical, IAP family, fluorescence polarization (AID 1018) | XIAP BIR domain, fluorescence polarization peptide displacement; higher % means a stronger effect | one-dose displacement, % at 20 µM; IC50 in µM for titrated hits | 200,000 compounds, 0.007% hits; in the data active = displacement above about 50%; also: a part of the inactive calls stands beside numbers as strong as those of hits
HIV fusion peptide: cell-free HIV fusion peptide-binding blockers – biochemical, uHTS, fluorescence dequenching, primary screen (AID 1986) | cell-free peptide binding, fluorescence dequenching, 30 min; higher % means a stronger effect | inhibition, % at 20 µM, or IC50 in µM where a hit was titrated | 290,000 compounds, 0.3% hits; in the data active = inhibition mostly above about 52%, no sharp cut-off; inactive = mostly below about 76%; also: some results filed as inactive read as strong as hits
AID2073: inhibitors of Mint1-CaV2.2 protein interaction, biochemical, HTRF (AID 2073) | HTRF protein-protein interaction, Mint1-CaV2.2; higher % means a stronger effect | inhibition, % at 20 µM, or IC50 in µM where a hit was titrated | 290,000 compounds, 0.19% hits; in the data active = inhibition mostly above about 51%, no sharp cut-off; inconclusive = no clear call, values can overlap the other calls; inactive = mostly below about 53%; also: some results filed as inactive read as strong as hits
LYP phosphatase: inhibitors of LYP phosphatase, biochemical, fluorescence intensity, uHTS (AID 1779); 290,000 compounds, 0.054% hits; recombinant LYP phosphatase, fluorescence intensity; higher % means a stronger effect; inhibition, % at 11.5 µM; hits with a dose series show IC50 in µM; in the data active = inhibition above about 50%;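 also: plate controls were vehicle with enzyme for no effect and no enzyme for full effect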
Siah-1 displacement: Siah-1 peptide-binding antagonists, primary screen, biochemical, fluorescence polarization, rhodamine-plectin, uHTS (AID 1817); Siah-1 / rhodamine-plectin peptide fluorescence polarization; higher % means a stronger effect; displacement, % at 20 µM; hits with a dose series show IC50 in µM; 290,000 compounds, 0.02% hits;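 active = displacement of at least 50% at 20 µM, with a fluorescence ratio check between 0.3 and a set limit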;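 also: plate controls were Siah plus tracer with DMSO for no effect and tracer alone without Siah for full effect; strong numbers were not always called active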
Large T inhibition: TAg ATPase/helicase activity blockers – biochemical (AID 1903); SV40 large T antigen ATPase/helicase inhibition assay; higher % means a stronger effect; one-dose inhibition, % at 20 µM; IC50 in µM for titrated hits; 310,000 compounds, 0.39% hits; in the data active = a potency from the dose series; inconclusive = inhibition mostly from about 32% at the one dose, without a potency; inactive = the rest, 99 in 100 with inhibition below about 32%; also: strong numbers were not always called active
NS5 inhibitors pilot replicate: further read-out of NS5 inhibitors, marked with its call; inhibition, %; measured here: pilot screen replicate inhibition
Starred values were filed as active, the others as inactive; ? = inconclusive; nt = not tested or not shown.

SMILES	RSV antiviral HEp-2	Rac1 GTP hydrolysis	NS5 inhibitors	XIAP displacement	HIV fusion peptide	AID2073	LYP phosphatase	Siah-1 displacement	Large T inhibition	others
CCOC(=O)CC1C(=O)NCCN1C(=O)Nc1ccc(Cl)cc1 (stereo not drawn)	0.2%	4%	0%	-5.6%	-0.6%	9%	-5%	-1%	3%
C=CCC1(C(=O)N(C)Cc2ccccc2)CCN(C(=O)OC(C)(C)C)CC1	-1.3%	17%	-7%	nt	nt	nt	nt	nt	0%
O=C(NCCN1CCN(C(=O)c2ccc(F)cc2)CC1)c1ccc(F)cc1	1.0%	3%	-8%	nt	-0.5%	18%	-6%	-1%	7%
CC1(C)Cc2ccccc2-c2c1c(=O)n(Cc1ccccc1)c1nnnn21	2.2%	0%	-2%	2.1%	2.0%	27%	-2%	5%	1%
COC(=O)c1ccc(S(=O)(=O)N2CCCCCC2)n1C	nt	10%	8%	nt	0.8%	4%	-4%	-5%	-1%
CC(C)COC(=O)C(C#N)c1nc2ccccc2nc1N1CCN(Cc2ccc3c(c2)OCO3)CC1 (stereo not drawn)	1.0%	15%	7%	-6.7%	-2.4%	7%	-7%	-6%	1%
CCOC(=O)N/N=C\c1ccc([N+](=O)[O-])o1	0.5%	6%	3%	-1.1%	0.9%	-4%	-8%	2%	-1%
COc1cccc(C(=O)NCC2(c3ccc(OC)c(OC)c3)CCCC2)c1	4.0%	2%	-5%	nt	1.8%	0%	-8%	2%	11%
O=C(Nc1ccccc1C(F)(F)F)c1cc(-c2ccccc2O)on1	0.4%	3%	3%	-0.9%	0.6%	13%	1%	2%	-2%
O=C(CNC(=O)C1CCCCC1)Nc1cc(Cl)ccc1Cl	-0.4%	-3%	-7%	-2.0%	0.9%	-3%	-8%	1%	12%
CCOc1ccc2nc(NCCNC(=S)NCCCN(C)C)c(C#N)cc2c1	-1.2%	10%	-6%	-3.9%	2.2%	5%	-10%	3%	4%
CC(Oc1ccc2ccccc2c1)C(=O)N/N=C/c1cccnc1 (stereo not drawn)	2.0%	5%	-2%	nt	0.5%	-6%	-5%	-4%	1%
O=C(O)c1ccc(-c2nnc(-c3cccc(Br)c3)o2)cc1	0.5%	nt	5%	nt	1.4%	0%	-4%	1%	5%
O=C(NCc1cccs1)C1CCC(CNS(=O)(=O)c2cccs2)CC1 (stereo not drawn)	1.1%	4%	-6%	-1.3%	-1.9%	-5%	-3%	2%	21%
C/C(N)=C(/C#N)C(=O)CSc1nnc(NC(C)C)s1	2.5%	1%	3%	1.8%	14%	1%	-5%	-4%	10%
Cc1cc(C)nc(Nc2ncc(O)n2-c2ccccc2)n1	0.7%	10%	-1%	-2.9%	-4.3%	21%	-10%	1%	13%
COC(=O)C1=CN(Cc2ccc(OC)c(OC)c2)C=C(C(=O)OC)C1c1ccccc1F	2.2%	7%	2%	nt	0.4%	12%	-11%	12%	12%
O=C(Cn1cnc([N+](=O)[O-])c1)Nc1ccc(F)c(Cl)c1	nt	7%	4%	nt	-0.6%	-9%	-10%	-4%	nt
CNS(=O)(=O)c1ccc(N2CCCC2)c([N+](=O)[O-])c1	0.8%	14%	2%	-9.3%	-3.2%	3%	-6%	2%	6%
Fc1ccc(-c2ccnc3nc(N4CCOCC4)nn23)cc1	0.7%	3%	-7%	-3.4%	0.7%	28%	-4%	2%	1%	NS5 inhibitors pilot replicate=-3.0

The closing two entries of the section before are carried over, then new ones follow.
SMILES	RSV antiviral HEp-2	Rac1 GTP hydrolysis	NS5 inhibitors	XIAP displacement	HIV fusion peptide	AID2073	LYP phosphatase	Siah-1 displacement	Large T inhibition	others
CNS(=O)(=O)c1ccc(N2CCCC2)c([N+](=O)[O-])c1	0.8%	14%	2%	-9.3%	-3.2%	3%	-6%	2%	6%
Fc1ccc(-c2ccnc3nc(N4CCOCC4)nn23)cc1	0.7%	3%	-7%	-3.4%	0.7%	28%	-4%	2%	1%	NS5 inhibitors pilot replicate=-3.0
O=C(Nc1cc([N+](=O)[O-])ccc1Cl)C(Sc1ccccc1)c1ccccc1 (stereo not drawn)	2.4%	6%	3%	-15%	0.1%	-4%	6%	3%	4%
CCC1Oc2ccc(C)cc2N(CC(=O)NCCN2C(C)CCCC2C)C1=O (stereo not drawn)	-1.4%	3%	0%	-2.5%	0.0%	10%	-7%	13%	-4%
O=C(O)CCCN1C(=O)C(=O)/C(=C(/O)c2ccccc2)C1/C=C/c1ccccc1 (stereo not drawn)	0.7%	3%	nt	-3.3%	12%	-3%	-6%	1%	3%
CC(=O)CSc1ccc(-c2nc3cc(C)c(C)cc3[nH]2)cn1	15%	17%	-3%	-3.4%	0.7%	2%	-4%	4%	0%
Cn1cnnc1SCC(=O)c1ccc2c(c1)CCCC2	0.7%	10%	-1%	-8.6%	0.3%	-13%	0%	-1%	28%
Cc1cccc(NC(=S)NC2CC3CCCC(C2)N3Cc2ccco2)c1 (stereo not drawn)	-1.3%	6%	-11%	-16%	0.0%	-14%	-8%	6%	-1%
CC(NC(=O)/C(C#N)=C/c1ccc([N+](=O)[O-])o1)c1ccccc1 (stereo not drawn)	-2.4%	?	-26%	nt	16%	-20%	-4%	-4%	?
CCC(C)n1c(SCC(=O)Nc2cc(C)on2)nc2ccccc2c1=O (stereo not drawn)	1.9%	6%	-5%	-2.4%	-0.7%	10%	4%	2%	0%
COc1cccc(C2=NOC(C(=O)NC3CCCCC3)C2)c1 (stereo not drawn)	nt	7%	-1%	-2.9%	157%	25%	-6%	-6%	8%
Cc1sc(NC(=O)CN2CCCC2)nc1-c1ccc2c(c1)CCN2C(=O)c1ccc(F)cc1	1.1%	6%	-7%	nt	-0.2%	9%	6%	-2%	11%
CCOC(=O)c1ccc(N2C(=O)C(C)=C(C)C2=O)cc1	-0.5%	10%	-1%	-1.9%	3.9%	-1%	0%	2%	11%
Cc1ccc2c(c1)N(CCCC(=O)NCc1cccnc1)C(=O)CO2	2.3%	-3%	0%	-1.0%	0.9%	-4%	-5%	0%	2%
Cc1ccccc1OCC(=O)N/N=C/c1cccn1C	3.2%	-1%	-5%	-3.6%	-3.0%	12%	2%	0%	20%
O=C(NCC(c1ccco1)N1CCN(c2ccccc2)CC1)C(=O)NC1CC1 (stereo not drawn)	-0.9%	3%	-14%	nt	nt	nt	nt	nt	11%
Cc1ccc2oc(C(=O)N3CCC(C(N)=O)(N4CCCCC4)CC3)c(C)c2c1	-0.2%	-3%	-3%	nt	-1.2%	3%	-6%	-2%	12%
CC1CN(CC(O)COCc2ccc3c(c2)OCO3)CC(C)O1 (stereo not drawn)	1.0%	-25%	-3%	-3.4%	1.0%	?	-16%	2%	9%
COc1ccc(-c2nnc3ccc(SCc4ccccc4)nn23)cc1	2.5%	-10%	-2%	-0.2%	-0.8%	30%	1%	4%	2%
O=C(N/N=C/c1ccc(N2CCOCC2)cc1)c1ccc(NS(=O)(=O)c2cccs2)cc1	-1.0%	1%	0%	4.5%	-0.3%	20%	2%	-8%	2%
CCCNC(=O)NC(=O)COC(=O)c1ccc(S(=O)(=O)N(C)c2ccccc2OC)cc1	1.4%	8%	-7%	-4.5%	-2.3%	-13%	-5%	0%	3%
CN(C)CCNc1nc2sc3c(c2c(=O)n1-c1ccccc1)CCCCC3	-2.0%	12%	5%	nt	-1.3%	13%	-4%	6%	10%
COc1ccc(C(=O)Nc2c(C)ccc3nsnc23)cc1[N+](=O)[O-]	0.4%	6%	-7%	-1.1%	-1.4%	13%	-3%	4%	-10%
CCC1CCCCN1c1nc(-c2ccncc2)nc2ccccc12 (stereo not drawn)	nt	7%	4%	-3.9%	-0.7%	20%	6%	2%	21%
Cc1cc(C)nc(CCNC(=O)c2cc(COc3ccc(F)cc3Cl)on2)n1	3.4%	5%	-9%	-7.0%	0.2%	11%	-2%	5%	nt
O=C(CCn1nc(-c2ccc(Cl)cc2)c2ccccc2c1=O)NCC1CCCO1 (stereo not drawn)	2.6%	3%	-8%	-3.6%	0.3%	-2%	-7%	3%	4%
Cc1nn(C)cc1/C=C/C(=O)c1ccc(O)cc1	0.7%	3%	-4%	-6.9%	-1.1%	5%	0%	0%	7%
O=C(O)c1ccc2c(=O)n3c(nc2c1)/C(=C/c1ccc(Cl)c([N+](=O)[O-])c1)CC3	0.7%	16%	-2%	nt	15%	7%	-3%	0%	9%
O=C1CCS/C(=N\N=C\c2ccc(Cl)cc2Cl)N1	?	4%	-1%	nt	-1.6%	-6%	1%	13%	10%
COc1cc(OC)cc(C(=O)Nc2nnc(SCC(=O)NCC3CCCO3)s2)c1 (stereo not drawn)	0.8%	5%	-6%	nt	-0.9%	1%	-6%	-5%	15%
COC(=O)CSc1nnc(-c2ccccn2)n1Cc1ccco1	-0.1%	-5%	2%	-6.0%	2.4%	-1%	1%	-1%	12%
N#C/C(=C/c1cn(-c2ccccc2)nc1-c1cccc(S(=O)(=O)N2CCOCC2)c1)C(=O)NCc1ccco1	4.1%	5%	-3%	-3.4%	-1.3%	-2%	-7%	-3%	-2%
Cc1cc(C)c2c(CN3CCC(C)CC3)cc(=O)oc2c1C	6.9%	4%	1%	nt	0.1%	10%	-5%	-5%	12%
CC1(C)Cc2nc3sc4c(N(CCO)CCO)nnnc4c3cc2CO1	0.3%	9%	-2%	-0.2%	-1.2%	12%	0%	10%	16%
COCCNC(=S)N1CCc2cc(OC)c(OC)cc2C1COc1ccc(C(C)C)cc1 (stereo not drawn)	2.6%	2%	-4%	-2.4%	-0.4%	-6%	5%	2%	4%
C=C(C)C1CC=C(CN2CCC(O)CC2)CC1 (stereo not drawn)	-1.6%	15%	3%	-4.5%	-1.4%	20%	-6%	1%	10%
CCn1c(CNC(=O)C2CCCCC2)cc2ccccc21	3.0%	11%	-1%	nt	2.4%	-2%	-2%	12%	6%
C=CCn1c(Sc2nnc(C)s2)nc2c1c(=O)[nH]c(=O)n2C	8.3%	6%	-7%	0.7%	-2.4%	-1%	-7%	1%	-2%
CCCCOc1ccc(C(=O)N2CCNC(=O)C2CC(=O)OC(C)C)cc1 (stereo not drawn)	0.9%	4%	7%	nt	0.8%	-6%	-7%	0%	6%
CC(C)N1CCN(Cc2ccc(C#CC(C)(C)O)cc2)CC1CCO (stereo not drawn)	-0.3%	9%	-2%	-0.7%	0.1%	10%	-10%	-6%	20%
CCC(C)(C(=O)NC1CCCC1)N(C(=O)c1ccccn1)c1ccc(C)cc1 (stereo not drawn)	-0.1%	8%	-5%	-6.9%	0.0%	9%	-5%	9%	nt
Cc1ccc(NC(=O)CCCC2CCCCC2)c(O)c1	11%	6%	-4%	nt	0.3%	4%	-5%	-3%	7%
CCCn1c(SCC(=O)NNC(=O)c2ccc(OC)cc2)nnc1C(C)C	-0.1%	6%	0%	nt	0.7%	3%	-8%	2%	4%
